TNAP inh noacc: blocks human TNAP activity with no phosphate acceptor present; purified TNAP, CDP-star luminescence, 30 min; 0.26% of 200,000 active; P05186; inhibition, % at 20 µM;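 active = tissue-nonspecific alkaline phosphatase inhibition above about 50% at 20 µM in the single-dose screen, limit read from the data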;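 also: 0% = DMSO negative control and 100% = EDTA positive control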
Target sequence (P05186 whole entry, looked up): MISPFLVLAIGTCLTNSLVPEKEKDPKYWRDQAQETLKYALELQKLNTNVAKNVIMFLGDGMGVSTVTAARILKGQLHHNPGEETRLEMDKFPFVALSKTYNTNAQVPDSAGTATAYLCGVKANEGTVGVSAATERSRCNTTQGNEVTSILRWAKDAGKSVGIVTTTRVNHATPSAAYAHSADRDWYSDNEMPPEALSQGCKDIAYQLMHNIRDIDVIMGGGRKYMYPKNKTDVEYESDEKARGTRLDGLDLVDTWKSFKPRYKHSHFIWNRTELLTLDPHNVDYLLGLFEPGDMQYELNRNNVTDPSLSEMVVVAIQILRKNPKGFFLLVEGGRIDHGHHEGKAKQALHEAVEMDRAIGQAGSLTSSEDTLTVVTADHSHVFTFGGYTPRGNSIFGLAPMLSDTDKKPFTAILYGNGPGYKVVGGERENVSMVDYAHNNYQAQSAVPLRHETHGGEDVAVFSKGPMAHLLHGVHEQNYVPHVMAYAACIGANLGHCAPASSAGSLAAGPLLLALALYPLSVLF
APP 5'UTR act: activates APP 5'UTR luciferase reporter; SH-SY5Y APP 5'UTR luciferase reporter, luminescence; zero percent = DMSO vehicle wells; activation, % at 2 µM; 1% of 190,000 active;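 active = activation above a set limit, based on mean plus 3 SD of controls, cut at about 140% in these data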; also: values of inactives mirror those of a sister screen read the other way
TNAP inh hi DEA: TNAP (human) inhibition, high acceptor; 0.03% of 200,000 active; purified TNAP, CDP-star luminescence, 1 M DEA; inhibition, % at 20 µM; AID 1135;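 active = over 50% inhibition of tissue-nonspecific alkaline phosphatase at 20 µM in the single-dose screen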;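 also: plate controls were DMSO wells for no effect and EDTA-quenched wells as full inhibition for full effect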
TNAP act hiacc: TNAP (human) activation, high acceptor | purified TNAP, CDP-star luminescence, 1 M DEA, 30 min; stronger effect = higher value; 0 = EDTA background, 1 = DMSO-only activity | activation factor at 20 µM | 200,000 tested, under 10 active | AID 1136;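 active = activation factor at least 2 at 20 µM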
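system = human TNAP | amount = enzyme diluted 1/800 final | reagent = 100 µM CDP-star substrate | signal = luminescent substrate turnover signal | dosing = one dose, 20 µM | benchmarks = EDTA negative control, DMSO positive control | measure = activation factor | timing = 30 min reaction, room temperature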
NF-kB neuron act: compounds increasing NF-kB expression in human neuronal cells. NF-kB reporter expression; stronger effect = higher value. fold change at 12.5 µM. 1.6% of 190,000 active. AID 1239; in the data active = fold change above about 3.3
FLuc stim CS: affects firefly luciferase, flagging false hits in luciferase stimulation screens | 200,000 tested, under 10 active | activation factor at 10 µM | ATPlite luciferase biochemical, luminescence, 10 min; 0 = ATP-free wells, 1 = DMSO control | P08659 | AID 1027;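 active = luciferase activation factor, scaled between plate controls, of at least 2 with compound at 10 µM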
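Assay system: Luciferase/luciferin detection reagent, cell-free biochemical luciferase assay / Read-out: luciferase activation / Benchmarks: No-ATP low control, compound-free enzyme-plus-ATP high control / Medium: PBS buffer for ATP / Detection: luminescence measurement of luciferase light output / Schedule: 10 min at ambient temperature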
PMI act: phosphomannose isomerase (human) activation; activation factor at 20 µM; 0.005% of 190,000 active; purified human PMI, coupled resazurin fluorescence, 20 min; stronger effect = higher value; 1 = vehicle control, 0 substrate-free wells; P34949; AID 1214;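 active = activation factor of 2 or more at 20 µM, relative to plate controls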
Target sequence (P34949 whole entry, looked up): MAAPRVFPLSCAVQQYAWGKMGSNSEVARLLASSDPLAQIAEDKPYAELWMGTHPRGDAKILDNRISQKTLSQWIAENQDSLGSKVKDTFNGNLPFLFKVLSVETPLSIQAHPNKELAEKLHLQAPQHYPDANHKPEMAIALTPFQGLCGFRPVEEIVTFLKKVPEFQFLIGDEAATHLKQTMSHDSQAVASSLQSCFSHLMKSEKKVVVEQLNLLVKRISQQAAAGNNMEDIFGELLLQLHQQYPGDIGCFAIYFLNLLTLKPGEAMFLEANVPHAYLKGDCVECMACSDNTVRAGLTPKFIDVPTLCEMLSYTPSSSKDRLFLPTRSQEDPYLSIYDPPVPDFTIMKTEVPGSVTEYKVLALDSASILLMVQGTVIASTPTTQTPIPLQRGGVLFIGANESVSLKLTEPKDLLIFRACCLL
bIAP act: increases bovine intestinal alkaline phosphatase activity; purified bovine IAP, CDP-star luminescence, 30 min; stronger effect = higher value; fold of DMSO-control signal, blank-subtracted; activation factor at 20 µM; 0.17% of 200,000 active; AID 1016;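 active = activation factor of 2 or more at 20 µM, a signal rise over negative controls twice the positive control's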
PMI act satM6P: PMI (human) activation, high substrate | P34949 | coupled PMI enzyme assay, resazurin fluorescence, 20 min; stronger effect = higher value; 1 = untreated enzyme, 0 = substrate-free blank | activation factor at 20 µM | 0.34% of 190,000 active | AID 1216;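 active = activation factor of 2 or more at 20 µM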
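test system = human PMI in coupled enzyme assay | medium = HEPES-buffered pH 7.4 with magnesium and detergent | also added = 1.0 mM mannose-6-phosphate substrate with 0.22 mM NADP+ | compound = 20 µM single dose | times = 20 min incubation at room temperature | measured by = resorufin fluorescence (Ex 544/Em 590 nm) from resazurin via diaphorase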
FLuc inh counter: Photinus pyralis luciferase inhibition counter-screen. 1.5% of 200,000 active. P08659. inhibition, % at 10 µM. ATPLite firefly luciferase biochemical luminescence, 10 min;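 active = inhibition above about 50% when tested at 10 µM, limit read from the data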
Numbers without * were called inactive; nt = not tested or not shown.

SMILES	TNAP inh noacc	APP 5'UTR act	TNAP inh hi DEA	TNAP act hiacc	NF-kB neuron act	FLuc stim CS	PMI act	bIAP act	PMI act satM6P	FLuc inh counter
CCN(CC)c1ccc(/C=N/N2CCN(Cc3ccccc3)CC2)c(O)c1	-13.7	7.1	-3.1	1	1.27	1	0.7	1.6	0.5	-3.5
C=CCn1c(SCC(=O)O)nnc1-c1ccccc1	-12.2	9.6	-4.1	1	2.02	1.1	1.2	0.9	1.2	-8.2
CC(C)(C)NC(=O)CN(C(=O)c1csnn1)c1ccccc1-c1ccccc1	-8.6	-10.8	-3.6	1	1.05	1.1	nt	1.1	nt	-9.0
COc1cccc(Nc2c(F)c(OC)c(F)c(F)c2C(=O)O)c1	-10.5	-0.4	-5.8	1.1	1.2	1	1	0.9	1	-0.8
CCOc1ccc(/C=C2/Sc3ccc(C(=O)N4CCN(C(=O)c5ccco5)CC4)cc3N(C)C2=O)cc1OC	-7.1	24.6	-7.5	1.1	0.71	1	0.9	0.9	1	-2.3
CCOC(=O)C1=C(CN2CCN(CCC#N)CC2)NC(=O)NC1c1ccc2c(c1)OCO2 (stereo not given)	-3.4	14.6	-3.2	1	0.95	1	0.9	1	0.9	-1.7
COc1ccc(-c2nc(C#N)c(NCC3CCCO3)o2)cc1 (stereo not given)	-10.8	16.4	-3.9	1	1.5	0.9	0.8	0.9	0.8	8.2
CSc1ccc(/C=N/N2CCN(Cc3ccccc3)CC2)cc1	-5.7	16.4	0.8	1	1.49	1	0.8	0.9	0.9	-1.5
NC(=O)CSc1nc(-c2ccccc2)nc2c1CCCC2	2.0	1.7	2.9	1	1.7	1	0.9	0.9	0.9	-1.5
CC1CN(C(=O)COC(=O)c2cc(Cl)ccc2Cl)CC(C)O1 (stereo not given)	-13.9	-7.5	-2.3	1	1.8	1.1	1.1	0.9	1.1	-6.3
CC(=O)Nc1ccc(S(=O)(=O)N(Cc2ccccc2)C(C)C)cc1	2.9	3.0	-0.8	1	0.86	1.1	0.9	0.9	1	-5.6
O=C(CCCN1C(=O)c2cccc3cccc(c23)C1=O)N1CCN(c2ccccc2)CC1	-14.9	-6.4	-4.6	1	1.75	1.1	1.1	0.6	1.2	-6.9
O=C(Nn1cnc2ccccc2c1=O)c1cccc(Cl)c1	1.6	5.0	4.0	1	1.57	1	1	1	1	-0.1
C=CCN=C1CC(C)(C)CC(=O)/C1=C(\O)CCCN1C(=O)c2ccccc2C1=O	-3.5	-10.9	1.7	1	1.1	1	1	1	1	-4.2
Cc1ccccc1C(=O)Nc1ccc(Cl)cn1	-4.9	67.7	-4.5	1	2.51	0.8	1	0.9	0.9	17.8
COc1ccc(OC)c(C2CC(=O)C(C)C(c3cc(OC)ccc3OC)N2)c1 (stereo not given)	-9.0	-0.4	-5.3	1.1	1.04	1.1	0.9	1.1	1.1	-6.0
S=c1nc(SCc2ccccc2)[nH]c2ccccc12	1.7	19.4	3.9	1	1.2	1	0.9	0.6	0.9	-1.6
CC1(C)CC(c2csc(N)n2)CCO1 (stereo not given)	-9.5	-1.8	-3.6	1	1.1	1	1	0.9	1	-2.3
CC1CC(C)(C)NC(=S)N1CCC(=O)Nc1ccc2c(c1)OCCO2 (stereo not given)	-9.1	11.4	-3.6	1	1.06	1.1	1.1	0.8	0.9	-10.8
CC(=O)NC(CCS(C)(=O)=O)C(=O)Nc1ccc2c(c1)OCCO2 (stereo not given)	-6.8	-2.6	-4.0	1	0.93	1.1	1.1	1	0.8	-7.0
O=C(CNC1CCCCCC1)Nc1ccccc1N1CCCCC1	-6.1	-10.6	-5.9	1.1	0.94	1.1	0.8	0.7	0.9	-9.7
Oc1ccc(-n2cccc2/C=N/n2cnnc2)cc1	-13.4	10.5	-6.6	1.1	0.91	1.1	1	1	1	-5.4
CSc1cccc(NC(=O)CCCOc2ccc(Cl)cc2Cl)c1	-10.4	-24.8	-10.4	1.1	1.19	1.1	0.9	0.8	0.9	-6.3
Cc1ccc(-n2nnc3c(=O)n(Cc4ccccn4)cnc32)cc1C	-8.3	-2.2	1.2	1	1.05	1	1.1	1.2	1.1	2.7
Cc1ccccc1NC(=O)CSc1nc2c(c(-c3ccco3)c1C#N)CCCC2	-4.8	8.7	-2.1	1	1.06	1.1	1.1	1.1	0.7	-5.0
COc1ccc(C(=O)Nc2nnc(C(F)(F)F)s2)cc1	-9.2	68.8	-3.0	1	2.3	0.7	1	0.7	1	26.5
COc1ccc(NC(=O)C(CC(C)C)NC(=O)c2ccccc2C)cn1 (stereo not given)	-16.4	6.3	-5.2	1.1	1.21	1	0.9	1	0.7	-3.0
CC(C)(C)NC(=O)C(c1ccccc1)N(Cc1ccco1)C(=O)c1csnn1 (stereo not given)	-15.3	1.3	-10.1	1.1	1.11	1.1	1	0.7	1	-9.8
COC(=O)c1cc(Cl)c(NC(=O)c2cc(OC)c(OC)c(OC)c2)cc1OC	-11.2	-5.3	-1.3	1	1.12	1.1	1	1	0.9	-7.8
O=C(NC(=S)Nc1cccc(Cl)c1N1CCCCC1)c1cccs1	-2.6	2.6	2.9	1	2.27	1	0.8	0.8	0.9	-3.6
Cc1nc2ccccc2nc(C)c1=NOCc1ccc(Cl)cc1Cl	-12.2	50.9	-3.2	1	1.01	1	0.8	1.2	0.9	-4.8
COc1ccc(Nc2ccc3c(c2)=NC2(CCCCC2)[N+]=3[O-])cc1	15.0	-49.2	12.9	0.9	1.11	0.9	0.2	0.7	0.3	8.7
CCN(C(=O)CN1CCN(c2ccccc2OC)CC1)c1c(N)n(Cc2ccccc2)c(=O)[nH]c1=O	-11.1	-8.4	-3.4	1	1.04	1	1	1.1	1	-3.0
CC1=NN(c2ccc([N+](=O)[O-])cc2)C(=O)/C1=C\N(C)C	-7.0	-8.2	9.3	0.9	1.16	0.5	0.9	0.9	1	51.7*
COc1cc2c(cc1OC)C(C)N(C(=O)c1cc3n(n1)C(C(F)(F)F)CC(c1ccco1)N3)CC2 (stereo not given)	-6.2	-4.2	-2.8	1	0.69	1.1	1.2	1	1.1	-7.7
CCCCCC(=O)NC(=S)Nc1ccc(Br)cc1C	-4.3	5.8	1.6	1	1.03	1.1	1	0.9	1.1	-7.5
CC1CCc2cc(F)ccc2N1C(=O)CN1C(=O)c2ccccc2C1=O (stereo not given)	-11.1	-4.1	-6.5	1.1	1.02	1.1	0.8	0.9	0.9	-8.1
COc1cccc(CNC(=O)CN2CCC(c3nc4ccc(C)cc4[nH]3)CC2)c1	-19.2	-10.3	-7.7	1.1	0.46	1	1	1.2	1.1	-3.1
COc1ccc(-n2ncc3c(=O)n(Cc4c(F)cccc4Cl)cnc32)cc1	-3.1	26.4	0.5	1	1.66	1	1	1	1	-2.1
C/C(=N\NC(=O)c1cccc(N/N=C(\C)c2ccccc2)c1)c1ccccc1	8.1	16.1	0.4	1	1.77	0.9	1.8	0.6	2.7*	7.5
COC(=O)c1ccc2c(=O)n(CCCCCC(=O)NC(C)C)c(=O)[nH]c2c1	-10.8	7.3	-1.9	1	1.02	1	1	1	0.9	-2.5
COc1ccc(NC(=O)Nc2ccc(C(=O)N3CCOCC3)cc2)cc1	-14.3	-2.3	-3.8	1	1.3	1	1	1	1	-2.3
Cc1ccc(N(C(=O)Cc2cccs2)C(C(=O)NCC2CCCO2)c2ccncc2)cc1 (stereo not given)	-12.9	11.2	-5.9	1.1	1.5	1	1	1	1	-3.7
CCn1c(O)c(/C=C/C=C/C=Nc2ccccc2)sc1=S	-14.5	3.7	0.1	1	1.18	0.9	1.2	0.8	1	7.8

14 of the compounds above, as comma-separated lines.
Compound,TNAP inh noacc,APP 5'UTR act,TNAP inh hi DEA,TNAP act hiacc,NF-kB neuron act,FLuc stim CS,PMI act,bIAP act,PMI act satM6P,FLuc inh counter
CCN(CC)c1ccc(/C=N/N2CCN(Cc3ccccc3)CC2)c(O)c1,-13.7,7.1,-3.1,1,1.27,1,0.7,1.6,0.5,-3.5
C=CCn1c(SCC(=O)O)nnc1-c1ccccc1,-12.2,9.6,-4.1,1,2.02,1.1,1.2,0.9,1.2,-8.2
CC(C)(C)NC(=O)CN(C(=O)c1csnn1)c1ccccc1-c1ccccc1,-8.6,-10.8,-3.6,1,1.05,1.1,nt,1.1,nt,-9.0
COc1cccc(Nc2c(F)c(OC)c(F)c(F)c2C(=O)O)c1,-10.5,-0.4,-5.8,1.1,1.2,1,1,0.9,1,-0.8
CCOc1ccc(/C=C2/Sc3ccc(C(=O)N4CCN(C(=O)c5ccco5)CC4)cc3N(C)C2=O)cc1OC,-7.1,24.6,-7.5,1.1,0.71,1,0.9,0.9,1,-2.3
CCOC(=O)C1=C(CN2CCN(CCC#N)CC2)NC(=O)NC1c1ccc2c(c1)OCO2 (stereo not given),-3.4,14.6,-3.2,1,0.95,1,0.9,1,0.9,-1.7
COc1ccc(-c2nc(C#N)c(NCC3CCCO3)o2)cc1 (stereo not given),-10.8,16.4,-3.9,1,1.5,0.9,0.8,0.9,0.8,8.2
CSc1ccc(/C=N/N2CCN(Cc3ccccc3)CC2)cc1,-5.7,16.4,0.8,1,1.49,1,0.8,0.9,0.9,-1.5
NC(=O)CSc1nc(-c2ccccc2)nc2c1CCCC2,2.0,1.7,2.9,1,1.7,1,0.9,0.9,0.9,-1.5
CC1CN(C(=O)COC(=O)c2cc(Cl)ccc2Cl)CC(C)O1 (stereo not given),-13.9,-7.5,-2.3,1,1.8,1.1,1.1,0.9,1.1,-6.3
CC(=O)Nc1ccc(S(=O)(=O)N(Cc2ccccc2)C(C)C)cc1,2.9,3.0,-0.8,1,0.86,1.1,0.9,0.9,1,-5.6
O=C(CCCN1C(=O)c2cccc3cccc(c23)C1=O)N1CCN(c2ccccc2)CC1,-14.9,-6.4,-4.6,1,1.75,1.1,1.1,0.6,1.2,-6.9
O=C(Nn1cnc2ccccc2c1=O)c1cccc(Cl)c1,1.6,5.0,4.0,1,1.57,1,1,1,1,-0.1
C=CCN=C1CC(C)(C)CC(=O)/C1=C(\O)CCCN1C(=O)c2ccccc2C1=O,-3.5,-10.9,1.7,1,1.1,1,1,1,1,-4.2

Screens (PubChem)
